# GAA glycogen mod: GAA glycogen-cleavage inhibition or activation. recombinant GAA, glycogen substrate, Amplex Red glucose oxidase fluorescence. Potency, µM (top dose mostly 76.4 µM), for the others: at the highest dose activity change, negative = inhibition, most hits filed as inhibitors. hit rate 0.38% among 300,000;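 note: 0% = full enzyme reaction and -100% = no-enzyme basal signal; the screen sought inhibitors and activators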
#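 Recombinant human enzyme (4 nM); glycogen substrate; 37 C, 40 min, pH 5.0. Readout: coupled glucose oxidase/Amplex Red fluorescence.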
# GoLoco inh red: inhibitors of human Gai1-RGS12 GoLoco interaction (red fluorophore) | P63096 | Gai1:RGS12 GoLoco peptide FP, rhodamine, 10 min | Potency, µM (top dose mostly 61.6 µM), for the others: at the highest dose activity, negative = inhibition, most hits filed as inhibitors | hit rate 0.44% among 230,000 | AID 880; active = well fitted inhibition curve with a large enough effect, not every such curve was filed as active; inactive = no such curve, though single readings can be large or run the other way; note: % is set by controls: 0 for no effect and ±100 for the full control effect; nearly all actives have a fitted effect of over 30% in size; many of its hits are not listed in these tables
# Target sequence (P63096 whole entry, looked up): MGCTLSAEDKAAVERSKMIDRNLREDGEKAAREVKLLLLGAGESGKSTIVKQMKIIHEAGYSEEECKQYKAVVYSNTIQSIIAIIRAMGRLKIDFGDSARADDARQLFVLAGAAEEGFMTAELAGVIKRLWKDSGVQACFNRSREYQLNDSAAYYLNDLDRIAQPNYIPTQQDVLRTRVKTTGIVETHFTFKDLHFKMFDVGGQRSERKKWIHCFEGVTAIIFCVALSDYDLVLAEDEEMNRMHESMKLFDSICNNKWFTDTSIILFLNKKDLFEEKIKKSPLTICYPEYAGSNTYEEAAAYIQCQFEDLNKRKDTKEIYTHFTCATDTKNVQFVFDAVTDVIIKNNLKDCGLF
# IMPase Li inh: cell-permeable IMPase inhibitors with lithium potentiation; CHO-M1 cells, IP1 TR-FRET (IP-One), carbachol + lithium; Potency, µM (highest dose often 59.4 µM), for the others: at the highest dose activity, negative = IMPase inhibition, hits mostly inhibitors; hit rate 0.35% among 210,000; AID 1457;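 note: IP1 builds up when IMPase is blocked and the TR-FRET signal falls; plate controls were basal vehicle for no effect and high inhibitor control for full effect; nearly all actives have a fitted effect of over 50% in size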
#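 Readout is a homogeneous TR-FRET IP1 immunoassay (Ex 320, Em 665 and 620), where raised cytosolic IP1 lowers signal. Cells were CHO-M1 treated 30 min at 37C with test compounds plus a little lithium; AC50 values came from Hill-equation fitting.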
# GAA inhib: alpha-glucosidase (human) inhibition; purified human GAA, 4-MU-alpha-glucoside fluorescence; Potency, µM (doses to about 76.9 µM), for the others: top-dose activity change, negative = inhibition, usual class: inhibitors; hit rate 0.005% among 200,000; AID 1466;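 note: plate controls were uninhibited enzyme wells for no effect and no-enzyme background for full effect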
#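 Fluorescence at Ex 365/Em 440 nm from 4-methylumbelliferone reported enzyme activity after 20 min at room temperature. Reactions used 4 nM enzyme and 400 uM substrate at pH 5.0; curves fitted with the Hill equation.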
# HTT ATP protect: protects HTT-Q103 PC12 cells, measured by ATP | PC12 HTT-Q103 induced, cytoprotection, ATP luminescence, 40 h | Potency, µM (titrated, usually from 56.4 µM), for inactives: cytoprotection (ATP increase), actives largely listed as activators | hit rate 0.14% among 230,000;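 note: % of control where 0% means no effect; nearly all actives have a fitted effect of over 45% in size; toxic huntingtin expression switched on by the ecdysone agonist tebufenozide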
#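 Huntington model: PC12 line, ecdysone-inducible HTTQ103 exon1–GFP, tebufenozide 100 nM. Test articles in a dose series. Endpoint luminescence from cellular ATP.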
# HTT aggregate: reduces HttQ103-GFP aggregates in PC12 cells; PC12 HttQ103-GFP aggregates, Acumen cytometry, 40 h; Potency, µM (top dose mostly 46.1 µM), for the others: at the top dose activity change, negative = inhibition, most hits filed as inhibitors; hit rate 1.1% among 220,000; AID 1688; note: % is set by controls: 0 for no effect and ±100 for the full control effect; nearly all actives have a fitted effect of over 60% in size
#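 Inducible Q103 Huntingtin exon 1–GFP PC12 line, 1500 cells/well in phenol red free DMEM with 5% equine and 5% calf serum. Tebufenozide 100 nM induced expression; compounds titrated; aggregates quantified by cytometry.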
# aGlu spleen mod: lysosomal alpha-glucosidase (human) modulation; P10253; human spleen homogenate, 4-MU-alpha-glucoside fluorescence; hit rate 0.006% among 240,000; Potency, µM (highest dose often 79.9 µM), for inactives: top-dose activity change, negative = inhibition, usual class: inhibitors;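 note: 0% = enzyme with vehicle and -100% = no enzyme basal signal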
#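 AC50 values come from Hill-equation fits of concentration-response data, normalized to no-enzyme and full-activity controls. Enzyme source: 1 ug human spleen homogenate; 1 mM fluorogenic 4-MU glucoside, pH 5.0 citrate buffer, 37 C, 40 min.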
# * hit, by the source's call; u = inconclusive; x = not tested or not shown; & = joins results of further samples; [ ] = another dose, or the depositor's remark. Unless noted, calls come from the whole dose curve; as a rule, active = well fitted curve in the direction sought with a large enough effect; inconclusive = small, poorly fitted or top-dose-only effect, or another doubt; inactive = no such curve, though single readings can be large; an effect the other way counts as inactive or inconclusive. Potency is the fitted concentration of half-maximal effect. Some of the compounds tested, so the mix of outcomes need not match the whole.
1) COC(=O)C1=C(C)NC(=S)NC1c1ccc(-c2ccccc2C(=O)OC)o1 (stereo not drawn)
2) CCCn1c(=O)c2[nH]c(-c3ccc(OCC(=O)Nc4ccc(C(C)=O)cc4)cc3)nc2n(CCC)c1=O
3) Cc1ccc2nsnc2c1NC(=O)c1ccccc1[N+](=O)[O-]
4) COc1cccc2cc(C(=O)N3C(C)CCCC3C)c(=O)oc12 (stereo not drawn)
5) Cc1c(C(=O)O)cc(C(C)(C)C)n1CCSCCO
6) CCCn1c(-c2cccs2)nc2c1c(=O)[nH]c(=O)n2Cc1ccccc1
7) COc1ccc(OC)c(NC(=O)CSc2nc(N)c(-c3ccccc3)c(=O)[nH]2)c1
8) Cc1onc(-c2c(F)cccc2Cl)c1C(=O)OCC(=O)NC(c1ccccc1)c1ccccc1
9) O=C(Cc1cccs1)NNC(=S)NC(=O)c1ccccc1
10) CCOC(=O)c1c(N)sc2c1CCN(Cc1ccccc1)C2
Compound,1,2,3,4,5,6,7,8,9,10
aGlu spleen mod,10%,1%,2%,-2%,2%,-6%,-3%,-13%,-6%,7%
HTT aggregate,4%,x,5%,u,-4%[9.22 µM],1%,5%,0%,-12%,-6%
GAA inhib,-1%,x,-4%,4%,-8%,1%,5%,u,1%,x
HTT ATP protect,-23%,7%,5%[0.074 µM],-9%[10 µM],8%[10 µM],-31%[inhibitor],0%[0.074 µM],-16%,16%[10 µM],-47%[inhibitor]
GoLoco inh red,0%,6%,-29%,15%,-5%,9%,1%,3%,8%,-7%
GAA glycogen mod,-7%,x,0%,-1%,3%,0%,-3%,-6%,-13%,x
IMPase Li inh,6%,18%,0%,-4%,x,4%,14%[38.3 µM],29%[38.3 µM],-9%,2%

11) Brc1ccc2nc(-c3cccs3)c(NCC3CCCO3)n2c1 (stereo not drawn)
12) CN1CCN(S(=O)(=O)c2ccc(NC(=O)c3ccc(Br)o3)cc2)CC1
13) CCn1ncc(/C=N\NC(=O)COc2cc(C)cc(C)c2)c1C
14) COc1ccc(/C=C2\C(=O)NC(=S)N2C(=O)c2ccc(F)cc2)cc1
15) CC(C)(C)C(=O)N1CCC[C@@]1(CO)C(=O)O
16) COc1ccc(Cc2c(O)nc(SCC(=O)NC34CC5CC(CC(C5)C3)C4)[nH]c2=O)cc1
17) Cn1cccc1C(C#N)c1ncc(C(F)(F)F)cc1Cl (stereo not drawn)
18) CC1=CSC2=NC(=O)/C(=C\c3cccn3-c3ccc([N+](=O)[O-])cc3)C(=N)N12
19) Cc1nnc(NC(=O)Oc2ccccc2)s1
20) Cc1ccc(C)c(NC(=O)CCC(=O)N/N=C/c2ccc[nH]2)c1
Compound,11,12,13,14,15,16,17,18,19,20
aGlu spleen mod,2%,4%,0%,-11%,-7%,-7%&2%,-4%,-8%,-17%,2%
HTT aggregate,17%[9.22 µM],16%,2%,u,-7%,u,-25%,-2%,-28%,u
GAA inhib,4%,-1%,5%,-8%,-20%,6%,1%,2%,-1%,-12%
HTT ATP protect,1%[10 µM],-21%[10 µM],x,13%[10 µM],-11%[0.074 µM],8%[10 µM],38%[10 µM],1%[10 µM],-8%[10 µM],-61%[inhibitor]
GoLoco inh red,14%,0%,-5%,54%[activator],6%,5%&7%,9%,17%,1%,8%
GAA glycogen mod,6.3µM*,2%,8%,19%,-1%,1%&-3%,u,-4%,6%,0%
IMPase Li inh,12%,0%[38.3 µM],2%,6%,5%,9%,8%,7%,-9%[38.3 µM],-7%[38.3 µM]

# Full records, quoted from the list. Order of screens: aGlu spleen mod	HTT aggregate	GAA inhib	HTT ATP protect	GoLoco inh red	GAA glycogen mod	IMPase Li inh
# Cc1nnc(NC(=O)Oc2ccccc2)s1 across the screens: -17%	-28%	-1%	-8%[10 µM]	1%	6%	-9%[38.3 µM]
# CC1=CSC2=NC(=O)/C(=C\c3cccn3-c3ccc([N+](=O)[O-])cc3)C(=N)N12 across the screens: -8%	-2%	2%	1%[10 µM]	17%	-4%	7%
# Cc1ccc(C)c(NC(=O)CCC(=O)N/N=C/c2ccc[nH]2)c1 across the screens: 2%	u	-12%	-61%[inhibitor]	8%	0%	-7%[38.3 µM]
# COc1ccc(/C=C2\C(=O)NC(=S)N2C(=O)c2ccc(F)cc2)cc1 across the screens: -11%	u	-8%	13%[10 µM]	54%[activator]	19%	6%
# Cn1cccc1C(C#N)c1ncc(C(F)(F)F)cc1Cl (stereo not drawn) across the screens: -4%	-25%	1%	38%[10 µM]	9%	u	8%

# Next part
21) CCN1CNC(=S)N(Cc2ccccc2)C1
22) Cc1ccc2cc(C#N)c(SCc3nnc(-c4ccccc4[N+](=O)[O-])o3)nc2c1
23) Cc1cccc2cc(C(c3nnnn3C(C)(C)C)N(Cc3ccco3)CC3CCCO3)c(=O)[nH]c12 (stereo not drawn)
24) C=CCn1c(-c2cccnc2)n[nH]c1=S
25) COc1ccccc1CC(=O)NC1CC(C)(C)NC(C)(C)C1
26) CCOC(=O)C(Cc1ccc(O)cc1)NC(C)=O (stereo not drawn)
27) CCN(Cc1ccccc1)c1c(C(=O)O)cnc2c1cnn2C
28) O=C(NNC(=O)c1ccccc1-n1cccc1)c1ccccc1
29) CCOC(=O)c1c(C)n(C)c2ccc(OCC(O)CN3CCCCCC3)cc12 (stereo not drawn)
30) O=C(COc1ccccc1)Nc1nnc(-c2ccc(Cl)s2)o1
Compound,21,22,23,24,25,26,27,28,29,30
aGlu spleen mod,0%,-7%,0%,4%,2%,8%,-2%,7%,-9%,-12%
HTT aggregate,2%,15%,0%,10%,-4%,x,11%,15%,14%,5%
GAA inhib,-3%,-2%,0%,1%,-1%,x,6%,2%,-10%,-3%
HTT ATP protect,22%[10 µM],19%[10 µM],-33%,0%[10 µM],-8%[10 µM],-38%[inhibitor],20%,33%,-25%,-7%
GoLoco inh red,-2%,2%,4%,-12%,-18%,-13%,-3%,0%,-8%,17%
GAA glycogen mod,-2%,-2%,-7%,1%,4%,x,14%,6%,3%,9%
IMPase Li inh,2%,-4%,2%[38.3 µM],-1%,-6%[38.3 µM],7%,2%,-5%[38.3 µM],16%[38.3 µM],-4%[38.3 µM]

31) Cc1cc(/C=C2\SC(=S)N(C)C2=O)c(C)n1-c1cccc(O)c1
32) O=C(Nc1ccc2nsnc2c1)c1ccc2c(c1)OCO2
33) CCCCOC(=O)C1=C(N)N2C(=O)C(C)SC2=C(C(=O)OCC)C1c1ccc(O)c(OC)c1 (stereo not drawn)
34) CC1CCN(C(=O)c2ccc(N(C)S(C)(=O)=O)cc2)CC1
35) COc1ccc(/C=C/CN2CCN(Cc3ccc(F)cc3)C(CCO)C2)cc1 (stereo not drawn)
36) O=C(Cc1ccc2c(c1)OCCO2)c1c(O)cc(O)cc1O
37) Cc1cccn2cc(-c3ccc(S(=O)(=O)N4CCCCC4)cc3)nc12
38) CSc1nc(-c2ccco2)nn1S(C)(=O)=O
39) O=C(Cn1c(COc2ccccc2)nc2ccccc21)Nc1cccc(Cl)c1
40) Cc1nn(-c2ccccc2)c(C)c1-c1cc(C(=O)N/N=C/c2cccnc2)[nH]n1
Compound,31,32,33,34,35,36,37,38,39,40
aGlu spleen mod,-2%,-8%,1%,0%,-7%,-3%,-4%,4%,-3%,6%
HTT aggregate,4%[9.22 µM],-19%,12%[9.22 µM],4%,16%[9.22 µM],u,22%[9.22 µM],-1%,u,-12%
GAA inhib,x,-3%,x,-11%,4%,-5%,15%,-11%,5%,0%
HTT ATP protect,19%[10 µM],-62%[inhibitor],0%[10 µM],-16%[0.074 µM],9%[10 µM],-3%,7%[10 µM],-18%[0.074 µM],-7%[10 µM],42%
GoLoco inh red,69%[activator],4%,7%,-8%,9%,2%,11%,-1%,x,2%
GAA glycogen mod,-1%,6%,u,4%,-7%,u,9%,6%,7%,-1%
IMPase Li inh,x,-1%[38.3 µM],x,16%[38.3 µM],7%,16%[38.3 µM],-3%,-7%[38.3 µM],x,5%

41) Nc1cccc(C(=O)Nc2ccc3nc(-c4cccnc4)[nH]c3c2)c1
42) COC(=O)c1cn(-c2ccc(Cl)cc2)c(=O)c2ccccc12
43) COC(=O)c1ccccc1NC(=S)NC(C)=O
44) Cn1cc(C(=O)NCc2cccnc2)c(=O)c2cc(S(=O)(=O)N3CCCCCC3)ccc21
45) COC(=O)c1ccccc1NC(=O)c1cc(-c2cccs2)on1
46) Cc1nn(-c2ccccc2)c(C)c1/C=N/NC(=O)c1cc(-c2ccc(Br)s2)[nH]n1
47) O=C(/C=C/c1ccccc1)N1CCC(c2ccccc2)C1 (stereo not drawn)
48) CCC(C)(C)n1nnnc1C(c1cccs1)N1CCN(Cc2ccccc2)CC1 (stereo not drawn)
49) C[N+](C)(N)Cc1csc(-c2ccc(Cl)cc2)n1
50) N#Cc1c(N)sc2c1CCCCCC2
Compound,41,42,43,44,45,46,47,48,49,50
aGlu spleen mod,-21%,-5%,7%,-2%,-4%,-6%,-5%,8%,x,1%
HTT aggregate,-18%,-9%,6%,9%,-9%,u,3%,19%,x,2%
GAA inhib,-3%,u,9%,u,-2%,1%,-3%,-2%,x,3%
HTT ATP protect,-34%[inhibitor][10 µM],-4%,u,-28%,-5%,-29%[10 µM],15%[10 µM],3%,9%[10 µM],-1%
GoLoco inh red,19%,8%,13%,0%,-2%,1%,10%,7%,4%[14.2 µM],x
GAA glycogen mod,-6%,1%,-6%,3%,3%,-4%,6%,-13%,x,u
IMPase Li inh,-3%,34%[38.3 µM],-5%,11%,-15%[38.3 µM],16%,-4%,17%[38.3 µM],3%,x

51) Cc1cc([N+](=O)[O-])c2[nH]c(C(=O)N/N=C/c3ccccc3C(=O)O)c(-c3ccccc3)c2c1
52) CCN(C1=NS(=O)(=O)c2ccccc21)N(CC)S(=O)(=O)c1ccc(C)cc1
53) Oc1ccccc1N=Cc1c(O)ccc2ccccc12
54) c1csc(-c2nc(-c3ccncc3)no2)c1
55) COc1ccc(C(=O)c2c[nH]c(C(=O)N=CN(C)C)c2)cc1
Compound,51,52,53,54,55
aGlu spleen mod,-7%,-5%,-15%,-8%,2%
HTT aggregate,-3%,u,-10%[9.22 µM],-6%,u
GAA inhib,-9%,u,-12%,-1%,-1%
HTT ATP protect,u,-11%,9%[10 µM],-17%,-53%[inhibitor]
GoLoco inh red,7%,5%,26%,3%,1%
GAA glycogen mod,-1%,-6%,u,1%,0%
IMPase Li inh,8%[38.3 µM],21%,x,-3%[38.3 µM],0%

# Bioassay records from PubChem BioAssay.
